Screening data from PubChem.
hgDAF-12 ag: H. glycines DAF-12 receptor agonists, primary screen, cell-based, luminescence, HEK293, GAL4 fusion, UAS-luciferase; HEK293 GAL4-hgDAF12 UAS-luciferase reporter, agonist luminescence; normalized to butyrate control; Nuclear hormone receptor DAF-12 (Heterodera glycines), GAL4 fusion; AID 687014, 2013; activation, % at 6.8 µM; hit rate 1.8% among 370,000;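 active = activation above a cutoff set at the mean of all screened compounds plus 3 SD, cut at about 10% in these data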;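 also: 0% = DMSO wells and 100% = sodium butyrate wells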
DAX1 inh-1: DAX1 (NR0B1) inhibitors on StAR promoter, primary screen, cell-based, luminescence, SF-1 (NR5A1), full-length DAX-1; inhibition, % at 6.8 µM; hit rate 1.1% among 370,000; HEK293T StAR-luciferase reporter, SF-1/DAX-1 repression relief; AID 652010, 2013;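 active = inhibition above the mean over all tested compounds plus 3 SD, cut at about 3.6% in these data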;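 also: 0% = DAX-1 cells with DMSO and 100% = cells lacking DAX-1 with DMSO; higher inhibition means more luminescence from relief of DAX-1 repression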
GAA850 FXN act: FXN promoter activators, primary screen, cell-based, luciferase luminescence, HEK293 lucGAA850 | HEK293 lucGAA850 FXN promoter luciferase reporter, 24 h; percent of 10 µM SAHA response | activation, % at 6 µM | hit rate 0.56% among 360,000 | AID 540364, 2011;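 active = activation above the average of all compounds screened plus 3 SD, cutoff fixed separately per campaign, cut at about 7.5% in these data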;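 also: 0% = DMSO wells and 100% = 10 µM SAHA wells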
PG9 binder: binders of HIV-1 gp120 antibody PG9, primary screen, biochemical, TR-FRET; HIV-1 gp120 / PG9 antibody interaction; TR-FRET gp120-PG9 antibody binding; inhibition, % at 6.7 µM; hit rate 0.43% among 360,000; in the data active = inhibition above about 8.5%
ADAM17 inh: ADAM17 inhibitors, primary screen, biochemical, QFRET; inhibition, % at 6.95 µM; recombinant ADAM17, EDANS/DABCYL FRET peptide cleavage; AID 720648, 2013; hit rate 0.83% among 370,000;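 active = inhibition above the mean of compounds lying between control limits plus 3 SD, set per campaign, cut at about 8.5% in these data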;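 also: 0% = DMSO-only wells as the low control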
ssDAF-12 act: S. stercoralis DAF-12 nuclear receptor activators, primary screen, cell-based, luminescence, HEK293, GRIP1 co-expression, lit1-tk-luc; Nuclear hormone receptor DAF-12 (Strongyloides stercoralis); HEK293 ssDAF-12/GRIP1 lit1-tk-luc reporter; % of 3 µM dafachronic acid response; activation, % at 6.8 µM; hit rate 1% among 370,000;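 active = activation above the mean over all tested compounds plus 3 SD, cut at about 0.9% in these data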;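 also: 0% = DMSO-only wells and 100% = 3 µM delta7-dafachronic acid wells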
ADAM10 inh: human ADAM10 inhibitors, primary screen, biochemical, QFRET, HTS; recombinant ADAM10, EDANS/DABCYL FRET peptide cleavage, 3 h; inhibition, % at 7 µM; hit rate 0.62% among 370,000; AID 720582, 2013;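 active = inhibition above a per-campaign cutoff equal to the mean of compounds falling between control-based bounds plus 3 SD, cut at about 20% in these data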;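 also: 0% = DMSO wells while the 100% control is not disclosed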
hcDAF-12 act: H. contortus DAF-12 nuclear receptor activators, primary screen, cell-based, luminescence, HEK293, lit1-tk-luc reporter. HEK293 hcDAF-12 lit1-tk-luc reporter; 0% DMSO, 100% Δ7-dafachronic acid. activation, % at 6.8 µM. hit rate 1.4% among 370,000. AID 652067, 2013;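 active = activation above the mean of all tested compounds plus 3 SD, cut at about 5.5% in these data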;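 also: 100% = response to 3 µM Δ7-dafachronic acid high control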
NPR1 activator: GC-A stimulated cGMP production enhancers – HEK293 GC-A cells, cGMP TR-FRET, EC30 ANP, primary screen | 0% at EC30 ANP, 100% saturating ANP | Atrial natriuretic peptide receptor 1 (Homo sapiens), P16066 | activation, % at 10 µM | hit rate 0.14% among 370,000; in the data active = activation above about 40%
Target sequence (P16066 whole entry, looked up): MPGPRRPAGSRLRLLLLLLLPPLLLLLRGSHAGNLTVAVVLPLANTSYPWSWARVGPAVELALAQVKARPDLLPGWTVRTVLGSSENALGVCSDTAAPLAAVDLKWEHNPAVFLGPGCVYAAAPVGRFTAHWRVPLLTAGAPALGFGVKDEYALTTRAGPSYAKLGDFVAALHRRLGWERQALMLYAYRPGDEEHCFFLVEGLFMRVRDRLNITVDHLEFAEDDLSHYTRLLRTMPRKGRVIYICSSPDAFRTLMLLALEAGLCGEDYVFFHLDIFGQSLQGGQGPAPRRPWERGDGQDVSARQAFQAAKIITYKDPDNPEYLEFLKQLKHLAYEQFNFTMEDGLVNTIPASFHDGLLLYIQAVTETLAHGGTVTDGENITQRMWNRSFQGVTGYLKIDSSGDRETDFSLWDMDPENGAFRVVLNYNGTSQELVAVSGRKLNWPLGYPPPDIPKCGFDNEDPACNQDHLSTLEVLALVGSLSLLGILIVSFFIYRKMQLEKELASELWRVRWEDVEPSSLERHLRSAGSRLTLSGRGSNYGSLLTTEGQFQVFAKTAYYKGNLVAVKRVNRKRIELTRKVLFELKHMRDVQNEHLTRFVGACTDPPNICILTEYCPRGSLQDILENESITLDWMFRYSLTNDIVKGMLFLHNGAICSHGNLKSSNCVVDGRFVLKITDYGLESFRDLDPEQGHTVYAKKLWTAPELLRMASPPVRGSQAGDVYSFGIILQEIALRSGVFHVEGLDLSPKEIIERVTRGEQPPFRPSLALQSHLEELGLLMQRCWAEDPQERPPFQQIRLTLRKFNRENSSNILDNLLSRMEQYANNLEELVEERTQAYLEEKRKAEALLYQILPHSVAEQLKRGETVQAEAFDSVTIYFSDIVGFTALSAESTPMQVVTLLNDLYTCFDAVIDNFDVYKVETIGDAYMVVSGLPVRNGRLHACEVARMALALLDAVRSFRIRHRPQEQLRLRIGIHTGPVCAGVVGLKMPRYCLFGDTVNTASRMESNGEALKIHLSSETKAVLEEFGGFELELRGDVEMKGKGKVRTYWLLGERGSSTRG
DAX1 inh-2: DAX1 (NR0B1) inhibitors, primary screen, cell-based, HEK293, Gal4-DAX1, luciferase luminescence. Nuclear receptor subfamily 0 group B member 1 (Homo sapiens), P51843. inhibition, % at 6.75 µM. AID 504766, 2011. HEK293 Gal4-DAX1 luciferase reporter. hit rate 0.99% among 340,000;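 active = inhibition above the mean over all tested compounds plus 3 SD, cut at about 4.2% in these data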;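 also: 0% = DAX1-transfected cells with DMSO and 100% = empty-vector control cells with DMSO; inhibition shows as a rise in luminescence from relieved DAX1 repression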
SMARCA2 activ: SMARCA2 (BRM) function activators, primary screen, cell-based, luminescence, high throughput; MG213 cells, MMTV-luciferase reporter, dexamethasone, overnight; activation, % at 9.1 µM; hit rate 1% among 370,000; AID 652017, 2013; in the data active = activation above about 7.8%;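 also: 0% = vehicle wells and 100% = reference activator wells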
* hit, by the source's call; i = inactive; x = not tested or not shown.

SMILES	hgDAF-12 ag	DAX1 inh-1	GAA850 FXN act	PG9 binder	ADAM17 inh	ssDAF-12 act	ADAM10 inh	hcDAF-12 act	NPR1 activator	DAX1 inh-2	SMARCA2 activ
CCOC(=O)C(C)CC(C)C(=O)N1CCOCCN(C(=O)C(C)CC(C)C(=O)OCC)CCOCC1 (stereo not given)	0.3	0.2	-2.1	-1.1	-2	-0.8	-3	-0.3	0	-0.1	5
CCOC(=O)c1c(C)[nH]c(C(=O)N2CCCC(C(=O)c3ccccc3OC)C2)c1C (stereo not given)	0.4	0.6	1.1	1.0	1	-0.8	5	0.3	-4	0.8	2
COc1cccc(NC(C)(C)c2nnnn2-c2c(C)cccc2C)c1	0.0	-0.2	2.8	0.7	-2	-0.3	-5	-1.8	-3	x	-2
CCOC(=O)c1ccc(NC(=O)CSc2nnc(CCc3ccc(C)o3)n2-c2ccccc2)cc1	2.8	-1.1	-3.0	0.6	2	-1.2	16	-0.8	-1	-0.5	-1
C=CCn1c(N)c(C(=O)OC(C)(C)C)c2nc3ccccc3nc21	-1.3	-1.1	0.4	-0.2	i	-1.4	i	3.8	11	0.0	-1
Cc1ccc(C)n1-n1cnc2sc3c(c2c1=O)CCCCC3	-0.9	-0.7	0.1	-1.5	-1	-1.4	3	-1.0	0	2.9	-2
Cc1ccccc1Nc1nnc(SCC(=O)NC2CCCc3ccccc32)s1 (stereo not given)	-0.4	-0.4	-0.4	-5.2	1	-0.8	7	-1.9	-7	-0.1	-2
COC(=O)c1cc(Cl)c(NC(=O)C(C)C)cc1OC	-2.1	-0.4	-3.3	-0.9	-2	-2.1	-9	-0.7	0	-0.3	1
CC(Oc1ccc2ccccc2c1)C(=O)NNC(=O)Nc1ccccc1 (stereo not given)	0.3	-0.8	-0.3	-0.9	-3	-1.1	1	2.5	1	-0.1	-3
O=C(COC(=O)CCC(=O)c1ccc(Cl)cc1)NCc1ccc(F)cc1	0.8	0.0	-0.4	-2.2	-1	-0.7	0	-2.4	2	-0.3	0
CCOC(=O)c1c(C)nc(C)c(C(=O)OCC)c1-c1ccco1	-1.4	-0.2	-0.6	-1.0	2	-2.1	-1	0.9	-3	-0.2	2
O=C(C1CC1)N1c2ccccc2Sc2ccccc21	1.1	-0.6	-0.2	-0.1	-1	-1.9	0	-2.0	-4	0.3	-2
Nc1cc(Cl)ccc1C(=O)OCC(=O)N1CCCCCC1	5.9	-0.1	3.0	-0.6	-220	-0.2	i	-0.2	2	1.3	4
O=C(N=Nc1c(O)[nH]c2ccc(F)cc12)C1COc2ccccc2O1 (stereo not given)	-2.5	0.2	0.7	-1.4	-2	-1.6	12	-1.6	-5	1.9	3
Cc1ncc(C[n+]2csc(CCOC(=O)CC34CC5CC(CC(C5)C3)C4)c2C)c(N)n1	-0.1	0.4	1.0	0.9	-4	-1.8	-4	0.5	2	0.5	-2
Cc1nc2c(-c3ccc(F)cc3)c(C)nn2c(C)c1CCC(=O)Nc1ccccc1F	4.7	0.2	2.6	-0.4	0	-1.5	-3	2.3	-7	2.8	-1
COc1ccccc1CNC(=O)CSc1ccc(-c2cccs2)nn1	-1.2	-0.5	2.3	1.8	-4	-1.8	1	-3.0	-3	-1.0	-6
O=C1C(=O)N(O)C2CCCCC2N1O (stereo not given)	0.1	0.0	0.4	-2.7	-1	-0.9	4	-0.4	-3	-0.4	-4
O=C(NC(c1ccc(F)cc1)c1ccc2ccccc2n1)C1CCN(CCOc2ccc(Cl)cc2Cl)CC1 (stereo not given)	-3.4	0.4	-1.6	0.0	-1	-1.7	1	-2.5	-4	x	-3
CN(C(=O)c1ccnn1C)C1CCCN(Cc2ccccc2F)C1 (stereo not given)	-0.6	1.0	0.3	-1.9	-5	-0.3	-4	-0.2	1	0.1	-1
Cc1nc2ccc(Cl)cc2c(-c2ccccc2)c1C(=O)N(C)C	-1.0	0.0	0.2	-1.4	-6	-1.6	-2	-2.8	-11	0.4	4
Cc1ccc(C(C)C)c(OCc2ccc(-c3nnco3)cc2)c1	-1.5	-0.1	-3.2	0.9	-6	-1.1	0	-0.2	-7	0.6	-5
COc1ccccc1NC(=S)N1CC(C)OC(C)C1 (stereo not given)	-1.6	-0.3	1.8	-2.6	1	-1.8	2	-0.6	-4	4.6*	2
Cc1ccc2nc(/C(C#N)=C/c3ccc(O)c(O)c3)[nH]c2c1	0.9	0.4	7.0	-6.9	-4	-0.9	-4	-1.6	-5	2.1	3
COc1cccc(CNC(=O)COC(=O)c2cccc(S(=O)(=O)N3CCCC3)c2)c1	-0.3	-0.3	-0.8	0.6	0	-1.5	-17	-1.5	2	0.5	-2

(more compounds)
SMILES	hgDAF-12 ag	DAX1 inh-1	GAA850 FXN act	PG9 binder	ADAM17 inh	ssDAF-12 act	ADAM10 inh	hcDAF-12 act	NPR1 activator	DAX1 inh-2	SMARCA2 activ
C/C=C/c1ccc(OCC(O)CN2CCCCC2CC)c(OC)c1 (stereo not given)	7.4	-0.5	0.3	-0.7	-7	-1.9	-4	-0.9	-2	-0.6	-1
Cc1cccc(NC(=O)CCc2c(C)nn(-c3ccc(N4CCOCC4)nn3)c2C)c1	2.6	0.1	-0.9	-1.1	-2	-1.1	-4	1.3	1	-0.5	1
C=CCc1ccccc1OCCCCN1CCCC1	1.3	-0.1	-2.3	0.7	-6	-1.1	-5	-1.1	12	0.4	0
C=CC[C@@H](CC(=O)N[C@@H](CO)Cc1ccccc1)C(=O)N[C@H](COC(=O)[C@@H](CC=C)Cc1ccc(F)cc1)Cc1ccccc1	2.6	-0.1	-4.7	0.0	-5	-1.4	-4	-1.5	-3	0.3	1
O=C(Cc1c(F)cccc1Cl)N1CCN(C(=O)c2ccco2)CC1	-1.0	0.1	2.1	-0.3	-2	-1.7	1	-0.8	-2	-0.1	2
CC(C)O/C(=N/S(=O)(=O)c1ccc(Cl)cc1)c1ccccc1	0.8	-0.3	-2.9	-2.0	-4	-1.2	-1	-0.9	-6	-0.1	3
Cn1c(Cn2c(=O)sc3ccccc32)nnc1SCC(=O)NCc1ccc(F)cc1	1.7	0.1	-0.7	-0.5	-2	-1.1	-13	0.2	4	-0.8	0
Cc1ccc(F)c([C@H]2C3C=CCC(c4ccccc4)C3C(=O)N2Cc2ccccc2)c1 (stereo not given in full)	-2.5	0.2	-1.4	0.0	-1	-1.8	-3	-1.9	-9	-0.1	-3
COc1ccccc1C(=O)/C=C/c1ccc(N2CCCCC2)c([N+](=O)[O-])c1	4.3	-2.6	-5.2	0.0	2	-1.6	-2	0.2	5	-2.4	-2
O=C(c1cccc(S(=O)(=O)N2CCN(c3ccc(F)cc3)CC2)c1)N1CCCC1	-4.9	-2.1	0.9	0.2	3	-1.6	4	-1.8	-1	-1.1	-3
CCc1cccc(CC)c1N1C(=O)CSCC1=O	0.3	0.0	2.2	-2.1	-3	-1.3	-3	-0.3	-1	1.8	2
O=C(NCCc1ccccc1)c1cnn2c(C(F)F)cc(C3CC3)nc12	-4.1	-1.7	5.4	-5.2	-10	-2.4	-46	-3.1	5	-1.0	1
Cc1cccc(N2CC(C(=O)NCCC3=CCCCC3)CC2=O)c1C (stereo not given)	2.5	-1.4	0.4	-1.5	6	-0.8	2	0.1	4	-1.6	-1
O=C(c1ccc(C(F)(F)F)cc1)n1ccc(-c2cccs2)n1	-0.6	0.2	3.0	1.7	-5	-0.5	-2	-0.6	4	-0.8	-4
Cc1nc2ccccn2c1C(=O)OCC#N	-2.0	-0.5	2.0	0.1	-1	-1.9	-6	-0.8	0	-0.7	-1
CCOC(=O)[C@]12CCC=C1N(Cc1ccc3c(c1)OCO3)C(=O)[C@H](CC(=O)NCc1ccc(C)o1)C2	-2.0	-0.8	x	-1.1	-3	-1.4	-10	-0.4	-5	x	-5
CCOc1ccc(N(C(=O)c2cc3ccccc3oc2=O)C2C=CS(=O)(=O)C2)cc1 (stereo not given)	-0.5	-0.3	0.1	-0.6	-6	-0.6	1	0.0	-5	0.5	-3
Cc1cc(SCC(=O)OCC(=O)N(C)C2CCS(=O)(=O)C2)c(C)cc1Br (stereo not given)	2.1	0.9	0.4	0.9	-6	-0.7	-7	0.1	-1	0.3	-2
COc1cc(NC(=O)c2cc3nc(C)cc(C)n3n2)c(OC)cc1Cl	4.7	2.0	4.5	-0.8	4	-0.5	2	5.3	0	1.0	6
O=C1C2C3C=CC(C4CC34)C2C(=O)N1Cc1ccco1 (stereo not given)	-0.8	-0.3	1.8	0.1	6	-1.0	-9	-1.9	-4	-0.5	-4
Oc1ccc(Cl)cc1C=Nc1ccc2c3c(cccc13)CC2	1.6	0.2	2.5	-12	-33	0.4	-104	-0.1	6	-0.3	0
CCC(C)(C(=O)NC1CCCCC1)N(C(=O)C1CCC(=O)N1)c1ccccc1 (stereo not given)	-0.6	-0.2	0.9	0.2	-10	-0.6	0	-1.0	-6	2.0	-2
CCNC(=O)CSc1nnc(-c2cccc(S(=O)(=O)N3CCOCC3)c2)o1	1.7	1.2	0.9	-0.4	-4	-0.6	-17	-0.4	-1	0.3	-2
COc1cc(Cl)c(C)cc1NC(=O)COc1cc(C)nc(C(C)C)n1	-2.7	0.1	0.0	1.8	-3	-1.0	1	-0.8	-3	0.1	0

Retrieved by structure from the list above (4):
SMILES	hgDAF-12 ag	DAX1 inh-1	GAA850 FXN act	PG9 binder	ADAM17 inh	ssDAF-12 act	ADAM10 inh	hcDAF-12 act	NPR1 activator	DAX1 inh-2	SMARCA2 activ
COc1ccccc1C(=O)/C=C/c1ccc(N2CCCCC2)c([N+](=O)[O-])c1	4.3	-2.6	-5.2	0.0	2	-1.6	-2	0.2	5	-2.4	-2
C/C=C/c1ccc(OCC(O)CN2CCCCC2CC)c(OC)c1 (stereo not given)	7.4	-0.5	0.3	-0.7	-7	-1.9	-4	-0.9	-2	-0.6	-1
Cc1cc(SCC(=O)OCC(=O)N(C)C2CCS(=O)(=O)C2)c(C)cc1Br (stereo not given)	2.1	0.9	0.4	0.9	-6	-0.7	-7	0.1	-1	0.3	-2
COc1cc(NC(=O)c2cc3nc(C)cc(C)n3n2)c(OC)cc1Cl	4.7	2.0	4.5	-0.8	4	-0.5	2	5.3	0	1.0	6

Outcome played no part in choosing rows; overall some 6.8% were active at least once.
